Assay outcomes deposited in PubChem BioAssay by several laboratories.
GPR35 arrestin U2OS: GPR35 antagonists blocking zaprinast-driven arrestin recruitment, primary screen, imaging, U2OS, beta-arrestin-GFP, zaprinast agonist (AID 2058); G-protein coupled receptor 35 (Homo sapiens); U2OS GPR35 beta-arrestin-GFP translocation imaging, zaprinast antagonism; higher % means a stronger effect; inhibition, % at 10 µM; hits with a dose series show IC50 in µM; actives 0.052% (n = 290,000);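 active = inhibition of at least 50% with at least 30 cells and total cytoplasm GFP at most 10,000,000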
KOR beta-arrestin-1: KOR antagonists, beta-arrestin recruitment, cell-based, luminescence, uHTS (AID 1778). Kappa-type opioid receptor (Homo sapiens). KOR beta-arrestin recruitment, luminescence, antagonist mode; higher % means a stronger effect. inhibition, % at 10 µM, or IC50 in µM where a hit was titrated. actives 0.091% (n = 290,000); also: strong numbers were not always called active
Myeloid diff MLP: induction of myeloid progenitor differentiation, primary screen, cell-based, flow cytometry, MLPCN library. ER-HoxA9 myeloid progenitors, lysozyme-GFP differentiation. calls only at 10 µM. actives 1% (n = 360,000);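 active = normalized GFP-positive differentiation at or above the plate's own cutoff, the solvent-only control mean plus 3 SD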;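 also: cells exposed to compound for four days before flow analysis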
NOD1 inhibition: NOD1 signaling inhibitors, primary screen, cell-based, luminescence, uHTS (AID 1578) | NOD1-driven NF-kB luciferase reporter cells, luminescence; higher % means a stronger effect | inhibition, % at 4 µM; hits with a dose series show EC50 in µM | actives 1% (n = 290,000); in the data active = inhibition mostly above about 36%, no sharp cut-off; inactive = mostly below about 34%;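 also: HEK-293T reporter cells stimulated with the NOD1 agonist gamma-tri-DAP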
GPR55 activation: GPR55 agonists via beta-arrestin recruitment, primary screen, imaging, U2OS cells, beta-arrestin-GFP redistribution (AID 1961); U2OS GPR55 beta-arrestin-GFP redistribution imaging; higher % means a stronger effect; actives 0.048% (n = 290,000); one-dose activation, % at 10 µM; EC50 in µM for titrated hits; G-protein coupled receptor 55 (Homo sapiens);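 active = activation above 40% with more than 50 cells counted in the well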;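 also: U2OS osteosarcoma cells stably expressing GPR55 and beta-arrestin-GFP; plate controls were DMSO negative control for no effect and LPI positive control for full effect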
HIV peptide binding: inhibitors of HIV fusion peptide binding, primary screen, biochemical, uHTS, fluorescence dequenching (AID 1986). actives 0.3% (n = 290,000). cell-free peptide binding, fluorescence dequenching, 30 min; higher % means a stronger effect. inhibition, % at 20 µM; hits with a dose series show IC50 in µM; in the data active = inhibition mostly above about 52%, no sharp cut-off; inactive = mostly below about 76%; also: some results filed as inactive read as strong as hits
GPR55 LPI antagonism: GPR55 antagonists blocking LPI-driven arrestin recruitment, primary screen, imaging, U2OS, beta-arrestin-GFP, LPI agonist (AID 2013) | G-protein coupled receptor 55 (Homo sapiens) | actives 0.13% (n = 290,000) | inhibition, % at 10 µM; hits with a dose series show IC50 in µM | U2OS GPR55 beta-arrestin-GFP translocation imaging, LPI antagonism; higher % means a stronger effect;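 active = spots per cell inhibited over 60%, with over 100 cells counted and total cytoplasm intensity under 500,000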;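 also: U2OS cells stably carrying GPR55 and arrestin-GFP stimulated by 5 µM LPI near EC80; imaged beta-arrestin-GFP aggregate spots per cell after agonist stimulation; plate controls were LPI-stimulated DMSO wells for no effect and DMSO wells without LPI for full effect; some results filed as inactive read as strong as hits; confirmed hits need IC50 under 10 µM and bright autofluorescent wells are also inconclusive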
HEK293 NOD2/NF-kB: NOD2 signaling inhibitors, cell-based, luminescence, uHTS, HEK293 (AID 1566). HEK293 NOD2/NF-kB luciferase reporter, luminescence; higher % means a stronger effect. inhibition, % at 4 µM; hits with a dose series show EC50 in µM. actives 0.63% (n = 290,000); also: many of its hits are not listed in these tables
KOR beta-arrestin-2: KOR agonists, beta-arrestin recruitment, primary screen, cell-based, luminescence, uHTS (AID 1777). activation, % at 10 µM, or EC50 in µM where a hit was titrated. actives 0.02% (n = 280,000). KOR beta-arrestin recruitment, luminescence; higher % means a stronger effect; in the data active = activation above about 50%, passing the limit was not always enough; also: a part of the inactive calls stands beside numbers as strong as those of hits
Myeloid diff MLP GFP+ MAC1+ %: second read-out of Myeloid diff MLP, no call of its own (marks repeat the call); GFP+ MAC1+ double positive, %; measured here: differentiation confirmed by MAC1 staining
* = called active by the depositor; i = inactive; nt = not tested or not shown; + = active, no number; [ ] = another dose, or the depositor's remark. Rule as the data show it, unless noted: active = inhibition above about 50%; inactive = the rest. Some of the compounds tested (hit frequency here may not be typical).

SMILES	GPR35 arrestin U2OS	KOR beta-arrestin-1	Myeloid diff MLP	Myeloid diff MLP GFP+ MAC1+ %	NOD1 inhibition	GPR55 activation	HIV peptide binding	GPR55 LPI antagonism	HEK293 NOD2/NF-kB	KOR beta-arrestin-2
Cc1cccc(C)c1OCC(=O)Nc1ccccc1C(=O)N1CCOCC1	-11.8%	2.4%	i	0.7	-32.9%	-0.1%	0.0%	5.5%	3.9%	2.7%
CCCC1=C(C(=O)OCC)C(c2cccs2)n2ncnc2N1 (centres undefined)	7.3%	-14.5%	i	0.5	-8.9%	-0.3%	1.5%	-3.3%	5.0%	7.1%
O=C(O)CC(Cc1ccccc1)C(=O)NCC12CC3CC(CC(C3)C1)C2 (centres undefined)	-2.1%	-9.9%	i	0.2	15.5%	-0.6%	-1.0%	17.4%	7.4%	-3.2%
COC(=O)N1CCN(c2ccc(C(C)=O)cc2)CC1	4.6%	17.7%	i	0.7	-6.4%	-0.1%	-1.2%	6.3%	3.4%	6.6%
COc1ccc(-c2cc([C@H]3[C@H]4C=CC[C@@H](C)[C@@H]4C(=O)N3Cc3ccccc3)ccc2F)cc1OC	8.7%	30.7%	i	1.2	6.7%	-0.1%	1.9%	13.9%	18.6%	0.3%
CCCCN(CC)Cc1ccc(CNC(=O)Nc2ccc(OC)cc2OC)o1	-2.8%	3.8%	i	0.7	2.8%	0.3%	0.3%	16.4%	10.9%	-0.1%
O=S(=O)(N1CCCCCC1)N1CCN(S(=O)(=O)N2CCCCC2)CC1	-7.7%	-43.6%	i	0.7	5.3%	0.2%	-2.8%	6.6%	-6.6%	1.6%
Cc1ccc(/C=C2\C(=O)NC(=O)N2C)o1	-2.9%	-0.3%	i	2.0	-19.3%	-0.1%	-1.1%	6.8%	-2.2%	-1.0%
O=C(COC(=O)C1CC1)c1c[nH]c2ccccc12	5.2%	-8.5%	i	7.0	nt	-0.5%	0.9%	9.3%	-34.2%	-5.2%
O=c1c2cc(Br)ccc2nc(-c2ccccc2)n1O	16.3%	17.0%	i	0.1	6.1%	-0.1%	3.2%	9.7%	18.8%	-18.3%
CN1CCC(OC(=O)COc2ccccc2)CC1	1.7%	-7.7%	i	1.2	2.1%	-0.1%	3.6%	nt	15.0%	2.9%
COc1ccc(C(=O)N(Cc2sccc2C)C2CCS(=O)(=O)C2)cc1 (centres undefined)	-11.4%	-3.2%	i	0.5	-19.5%	-0.1%	-1.1%	13.7%	-2.7%	0.5%
O=C(CN1CCOCC1)Nc1ncc(Cc2cccc(Cl)c2)s1	-6.8%	-1.1%	i	0.1	-5.3%	0.1%	0.1%	5.5%	17.8%	0.0%
COc1ccc(N2CCN(C(=O)COc3ccc(Cl)cc3Cl)CC2)cc1	-1.0%	18.0%	i	1.5	-19.0%	-0.1%	2.1%	-1.8%	-13.7%	-11.4%
CC(C)n1c(SCC(=O)NCc2ccco2)nnc1C1CC1	-2.8%	-8.8%	nt	nt	-8.9%	0.0%	0.0%	6.2%	6.9%	-0.5%
O=C(Nc1ccccc1)C1CC2CCC1C2 (centres undefined)	-7.7%	-49.0%[20 µM]	i	0.7	-0.4%	0.2%	-0.4%	-16.8%	5.6%	3.9%
CC(C)(C)c1ccc(C(=O)Nn2c(CCC(=O)O)ccc2-c2cccs2)cc1	-11.6%	-53.0%	i	1.6	16.1%	0.1%	13.2%	1.8%	-2.0%	6.1%
CCOc1cc2nc3c4ccccc4n(C)c3nc2cc1OCC	-1.2%	-33.1%	i	0.1	45.2%	-0.2%	5.1%	-7.2%	9.5%	3.3%
COc1ccc(CN2C(=O)NC3(CCCc4ccccc43)C2=O)cc1F (centres undefined)	-5.0%	8.0%	i	0.2	-21.1%	-0.3%	1.6%	9.3%	11.3%	-3.2%
O=c1c2[nH]c3ccc(F)cc3c2ncn1CCCn1ccnc1	12.5%	4.2%	i	0.3	-6.4%	0.1%	4.8%	12.2%	15.8%	-1.5%
O=C(Nc1ccccc1)C1CCCCC1	11.2%	-14.0%	i	0.5	2.1%	-0.4%	-2.7%	10.8%	9.1%	0.9%
O=C(Cc1nc2ccccc2[nH]1)N/N=C/c1ccccc1	15.2%	-7.5%	i	0.8	-19.6%	0.6%	2.2%	7.2%	-9.6%	-3.8%
Cc1sc2nc3n(c(=O)c2c1C)Cc1ccccc1-3	3.3%	-0.8%	nt	nt	-77.4%	-0.1%	-0.8%	-1.6%	-84.9%	4.6%
CC(=O)Oc1ccc2c(=O)c(N3C(=O)c4ccccc4C3=O)c(C)oc2c1C	-6.4%	-30.2%[20 µM]	i	0.1	-11.7%	-0.1%	-2.3%	-0.7%	15.3%	-4.2%
O=C(CCN1C(=O)/C(=C/c2cccs2)SC1=S)Nc1ccc(C(=O)O)cc1	1.3%	-46.2%	i	1.1	-10.8%	-0.4%	29.1%	10.1%	45.6%	2.9%
CN(CC(=O)Nc1c(Cl)cccc1Cl)C(=O)c1ccccc1SCC(=O)N1CCCC1	19.7%	8.6%	i	1.0	-9.7%	0.3%	-0.6%	14.2%	10.9%	0.9%
Cc1nc(NC(=O)c2ccc(F)cc2)sc1C(=O)Nc1ccc2c(c1)CCC2	3.5%	-31.2%	i	6.4	12.7%	-0.3%	0.5%	7.3%	-32.1%	3.4%
O=C(O)CC(c1ccccc1F)N1Cc2ccccc2C1=O (centres undefined)	-2.6%	13.2%	i	0.4	-3.8%	-0.1%	-1.0%	8.1%	10.9%	-0.8%
O=C(N/N=C/c1cccs1)c1[nH]ncc1Br	11.9%	-19.0%	i	0.9	-16.5%	-0.1%	-0.9%	-1.4%	-9.4%	6.5%
Cc1cc(C(=O)NCc2cccs2)no1	-14.5%	14.5%	i	7.2	4.3%	-0.1%	0.7%	2.3%	10.7%	-7.1%
CC(C)=CCN1CCN(Cc2cn(C(C)C)c3ccccc23)CC1CCO (centres undefined)	5.8%	-7.3%[20 µM]	i	0.4	2.9%	-0.2%	0.3%	-8.1%	-7.6%	0.3%
COc1ccc(-c2noc(CCC(=O)N3CCC(C)CC3)n2)cc1	-1.7%	-26.9%	i	6.2	-4.1%	0.3%	-0.6%	-1.7%	-1.1%	4.8%
CCOc1ccccc1C1CC(=O)NC(SCC(=O)Nc2nccs2)=C1C#N (centres undefined)	-8.4%	-7.4%	i	0.5	-0.5%	0.7%	1.7%	-12.7%	-21.6%	8.1%
CCCCN(CC)CCNC(=O)CCC(=O)Nc1ccc2nc(N3CCN(C)CC3)cc(C)c2c1	1.2%	-20.7%	i	0.5	28.3%	-0.3%	-2.1%	-13.3%	-7.6%	-0.9%
Brc1ccc(C2=Nc3ccccc3C(c3ccncc3)=NN2)cc1	-6.0%	5.6%[20 µM]	i	0.7	-23.7%	-0.3%	-1.5%	5.1%	7.6%	-9.0%
Cc1nn(C)cc1S(=O)(=O)Nc1ncccn1	7.2%	-19.3%	i	1.4	-31.8%	0.3%	0.4%	-12.7%	4.7%	8.1%
COc1ccc([C@H]2C(C#N)=C([S-])N[C@](C)(O)[C@@H]2[n+]2ccccc2)cc1	-2.7%	35.8%	+	0.4*	-7.8%	-0.2%	6.6%	-6.9%	12.7%	0.5%
NNC(=O)c1ccc(COCC(F)(F)C(F)F)cc1	1.8%	-11.4%	i	0.4	-10.1%	0.3%	0.7%	-1.1%	2.1%	1.7%
COc1cccc(CNS(=O)(=O)c2c(C)nc3sccn3c2=O)c1	-7.6%	0.1%[20 µM]	i	1.4	-29.1%	0.7%	-0.7%	10.7%	7.0%	-4.2%
CCN(CC)c1ccc2cc(C=O)c(=O)oc2c1	-4.0%	56.8%	i	0.0	-3.1%	-0.2%	150.6%	-10.1%	-25.5%	-1.1%
Cc1cc(C=C2C(=O)c3ccccc3C2=O)c(C)n1-c1cccc(C(=O)O)c1	-5.2%	2.2%	i	0.4	-33.8%	0.4%	38.2%	3.1%	-11.1%	-6.6%
C=C1C(=O)O[C@H]2[C@H]1[C@@H](O)CC(=C)[C@@H]1CC(=O)[C@@H](C)[C@H]21	-6.7%	17.8%	i	1.3	9.7%	0.2%	-2.0%	-4.9%	28.5%	-4.3%
COc1ccc2[nH]cc(CCNC(=O)Cc3c(F)cccc3Cl)c2c1	3.9%	-20.8%[20 µM]	i	0.5	19.8%	-0.2%	-0.1%	7.6%	14.0%	-4.7%
CS(=O)(=O)Nc1cccc(C2=NN(C(=O)c3ccco3)C(c3cccs3)C2)c1 (centres undefined)	-6.5%	-5.4%	i	0.0	-16.5%	0.3%	-1.0%	-7.9%	-33.6%	4.5%
CCCS(=O)(=O)N1CCC(C(=O)NCC2CCCO2)CC1 (centres undefined)	-14.1%	-19.4%	i	1.0	-16.0%	0.3%	1.5%	0.5%	17.9%	-2.6%
CC(C)OCCCNC(=O)Cc1ccc(F)cc1	4.9%	-6.5%	i	0.9	-22.3%	-0.2%	-1.2%	-7.4%	3.5%	0.3%
CCN(CC(=O)NC(C)(C)C)C(=O)c1ccc(Br)cc1	-10.8%	-41.8%	i	0.2	5.0%	0.0%	-1.2%	8.3%	-6.8%	4.8%
CCOC(=O)c1c[nH]c2nc(C)ccc2c1=O	1.7%	12.2%	i	0.4	-16.5%	-0.3%	9.2%	0.6%	-5.3%	-5.1%
COc1ccc(C(=O)/C=C/c2ccc(C)cc2)c(OC(=O)c2ccc([N+](=O)[O-])cc2)c1	-3.1%	-37.1%	i	0.1	11.0%	-0.3%	-1.4%	-8.1%	-9.2%	-3.5%
CC(=O)c1ccc(Sc2ccccc2)cc1	7.6%	-7.1%	i	1.2	-15.9%	0.3%	0.3%	-2.0%	-2.0%	-3.9%

Random excerpt: 3 entries already listed, in no set order.
SMILES	GPR35 arrestin U2OS	KOR beta-arrestin-1	Myeloid diff MLP	Myeloid diff MLP GFP+ MAC1+ %	NOD1 inhibition	GPR55 activation	HIV peptide binding	GPR55 LPI antagonism	HEK293 NOD2/NF-kB	KOR beta-arrestin-2
CCOC(=O)c1c[nH]c2nc(C)ccc2c1=O	1.7%	12.2%	i	0.4	-16.5%	-0.3%	9.2%	0.6%	-5.3%	-5.1%
CS(=O)(=O)Nc1cccc(C2=NN(C(=O)c3ccco3)C(c3cccs3)C2)c1 (centres undefined)	-6.5%	-5.4%	i	0.0	-16.5%	0.3%	-1.0%	-7.9%	-33.6%	4.5%
CC(=O)c1ccc(Sc2ccccc2)cc1	7.6%	-7.1%	i	1.2	-15.9%	0.3%	0.3%	-2.0%	-2.0%	-3.9%
